# dFosB activator = activators of mouse delta FosB homodimer | purified delta FosB, TAMRA-CDK5 oligo fluorescence polarization; percent of positive-control signal above neutral wells | activation, % at 25 µM | 340,000 tested, 0.99% active | AID 493131;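 active = mean activation above about 17%, with every replicate also reaching it, limit read from the data, passing the limit was not always enough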;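 note: fluorescence polarization rise as delta FosB binds a TAMRA Cdk5 AP-1 oligo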
# SUMO Mot1 rescue = blocks SUMOylation pathway, rescuing yeast Mot1-301 growth | growth rescue, % at 18.8 µM | 320,000 tested, 1% active | AID 2716 | S. cerevisiae Mot1-301 growth rescue, ATP luminescence, 38.5C; percent above DMSO median, 100 means doubled;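 active = every valid replicate shows activation above 250% relative to neutral control wells; inactive = the rest, any valid replicate at or below 250%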;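 note: OY570 slx delta 5 strain wells were the positive control but not used for scaling; some compounds called inactive have numbers as strong as hits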
# PfHsp90 set2 = reduces growth (ATP signal) of yeast expressing P. falciparum Hsp90; S. cerevisiae expressing PfHsp90, BacTiter-Glo ATP, 48 h; yeast lacking PDR1 and PDR3 efflux regulators; AID 504621; 310,000 tested, 0.32% active; inhibition, % at 9.4 µM;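 active = every replicate shows inhibition above about 80%, whatever the replicate mean, limit read from the data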;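 note: 0% = DMSO neutral controls and 100% = 20 µM radicicol positive controls; yeast relying on Plasmodium falciparum Hsp90 in place of its own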
# cardiac RTF act = increases calcium sensitivity of human cardiac regulated thin filaments. P19429+P45379. 340,000 tested, 0.24% active. IANBD-labeled TnC RTF fluorescence at EC20 calcium; 0% EC20 calcium, 100% full calcium. activation, % at 7.2 µM;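 active = activation above the mean over all tested compounds plus 3 SD, cut at about 30% in these data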;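 note: rise in fluorescence read as greater calcium sensitivity of cardiac thin filaments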
# NSD2 inh = blocks human histone methyltransferase NSD2 | NSD2 peptide methylation, AlphaScreen, 120 min | inhibition, % at 12.5 µM | 310,000 tested, 0.54% active | AID 743445; in the data active = inhibition above about 50%
# PvdQ acylase = blocks Pseudomonas aeruginosa PvdQ acylase activity | purified PvdQ acylase, fluorescence plate reader | inhibition, % at 10 µM | 340,000 tested, 0.063% active | AID 488965; in the data active = inhibition above about 30%, passing the limit was not always enough;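 note: 0% = vehicle neutral wells and 100% = reference inhibitor wells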
# C-LANA FP = inhibitors of KSHV LANA C-terminal domain DNA binding; MBP-C-LANA/FAM-LBS DNA binding, fluorescence polarization; inhibition, % at 9 µM; 340,000 tested, 0.078% active; AID 504423;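 active = highest replicate inhibition at or above 60% at 9 µM, even if other replicates fall short; inactive = all replicates below 60% inhibition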;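 note: 0% = neutral control wells and 100% = 4 µM acridine orange control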
# Cardiac RTF inh = cardiac RTF calcium desensitization; inhibition, % at 7.15 µM; P19429+P45379; 340,000 tested, 0.12% active; AID 493244; IANBD-labeled cardiac RTF, Ca2+ fluorescence;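 active = inhibition above the mean inhibition of all tested compounds plus 3 SD, cut at about 17% in these data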;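 note: assay run at fixed EC70 calcium of 1.6 mM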
# Rtt109 Vps75 = C. albicans Rtt109 histone acetyltransferase inhibition | Q5AAJ8 | purified Rtt109/Vps75, ThioGlo CoA-SH fluorescence, 4 h | inhibition, % at 34.9 µM | 330,000 tested, 0.16% active;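 active = inhibition of at least 50% in every replicate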
# Target sequence (Q5AAJ8 whole entry, looked up): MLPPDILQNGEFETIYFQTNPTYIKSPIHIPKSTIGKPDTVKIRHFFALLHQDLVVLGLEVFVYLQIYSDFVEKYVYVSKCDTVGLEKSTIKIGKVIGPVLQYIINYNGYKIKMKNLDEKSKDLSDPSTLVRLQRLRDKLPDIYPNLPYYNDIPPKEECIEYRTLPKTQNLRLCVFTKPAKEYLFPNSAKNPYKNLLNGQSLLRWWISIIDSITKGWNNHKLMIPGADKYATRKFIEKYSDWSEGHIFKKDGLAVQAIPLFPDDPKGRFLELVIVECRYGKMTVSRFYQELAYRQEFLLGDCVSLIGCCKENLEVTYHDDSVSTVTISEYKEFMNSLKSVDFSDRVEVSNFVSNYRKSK
# CDK5 p35 inh = blocks human CDK5/p35 kinase activity; Recombinant CDK5/p35, ADP-Glo luminescence, 60 min; AID 488839; inhibition, % at 10 µM; Q00535+Q15078; 330,000 tested, 0.01% active;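 active = highest replicate inhibition of at least 50% and at least 75% of replicates reaching 50%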;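 note: plate controls were DMSO neutral control for no effect and GW8510 at 10 µM for full effect; many of its hits are not listed in these tables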
# Keap1 Nrf2 FP = Keap1-Nrf2 (human) interaction inhibition; Q14145; Keap1 Kelch-Nrf2 peptide fluorescence polarization, 1536-well; AID 504523; 340,000 tested, 0.15% active; inhibition, % at 9.4 µM; in the data active = inhibition above about 12%;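 note: human Keap1 Kelch domain with fluorescein labeled Nrf2 9mer peptide probe; 0% = neutral control wells and 100% = peptide positive control; higher means more block of Keap1 binding to Nrf2 peptide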
# Target sequence (Q14145 whole entry, looked up, the tested form may be a part): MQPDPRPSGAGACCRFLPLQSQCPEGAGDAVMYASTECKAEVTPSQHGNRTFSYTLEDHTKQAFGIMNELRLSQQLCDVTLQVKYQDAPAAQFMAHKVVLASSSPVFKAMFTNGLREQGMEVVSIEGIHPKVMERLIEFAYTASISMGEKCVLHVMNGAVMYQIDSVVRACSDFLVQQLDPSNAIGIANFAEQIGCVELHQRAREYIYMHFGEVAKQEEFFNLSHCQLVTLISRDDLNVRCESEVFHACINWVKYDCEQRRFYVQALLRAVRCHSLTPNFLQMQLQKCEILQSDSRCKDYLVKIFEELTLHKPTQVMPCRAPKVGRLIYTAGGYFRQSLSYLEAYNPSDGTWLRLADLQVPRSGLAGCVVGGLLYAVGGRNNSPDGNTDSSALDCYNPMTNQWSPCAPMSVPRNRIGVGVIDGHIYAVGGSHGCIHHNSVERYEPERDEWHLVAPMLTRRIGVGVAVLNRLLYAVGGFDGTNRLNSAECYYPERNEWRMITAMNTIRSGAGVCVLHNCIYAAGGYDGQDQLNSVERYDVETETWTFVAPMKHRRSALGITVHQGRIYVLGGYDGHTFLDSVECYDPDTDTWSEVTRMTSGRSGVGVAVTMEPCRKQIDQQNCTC
# Numbers without * were called inactive; . = not tested or not shown; & = joins results of further samples.
SMILES,dFosB activator,SUMO Mot1 rescue,PfHsp90 set2,cardiac RTF act,NSD2 inh,PvdQ acylase,C-LANA FP,Cardiac RTF inh,Rtt109 Vps75,CDK5 p35 inh,Keap1 Nrf2 FP
CSCCC(NC(=O)c1ccccc1Br)C(=O)N1CCCCCCC1 (centres undefined),1,73,1,-10,2,-5,0.3,-17,-54,0.7,0
O=C(c1cccs1)N1CCN(c2nnc(-c3ccccc3)c3ccccc23)CC1,-11,65,.,4,3,-16,-0.5,8,-1,1.4,-2
O=C(NCCNC(=O)c1cccnc1)c1ccc(Br)cc1,-14,-19,-6,2,4,-9,-1.8,-3,-3,-0.6,2
CCOC(=O)CC(=O)Nc1ccsc1C(N)=O,0,-4,3,-3,-2,-9,1.6,0,4,-1.3,-3
O=C1CCCc2c1nc(-c1ccc(F)cc1)n2O,-10,-6,3,-1,-4,4,-0.8,4,3,-1.3,7
O=C(c1ccccc1)N1CCN(C(=O)c2ccccc2)C1c1ccccc1,1,9,.,0,-1,-10,-1.2,-7,-9,-0.1,-3
CN(C)c1ccc(/C=N/NC(=O)CNC(=O)c2ccncc2)cc1,5,-12,18,3,0,-14,0.0,-7,4,-0.7,-4
CN(Cc1ccccc1)S(=O)(=O)c1ccc(Cl)c(C(=O)NCCCN2CCCC2=O)c1,1,.,-9,3,-4,-11,0.6,-11,-4,-0.3,7
CCOC(=O)c1cnc2c(C(=O)OC)cccc2c1NCc1cccnc1,-1,109,10,-3,-3,-9,-0.3,-6,-3,-0.1,4
CC(=O)Nc1ccc(OCC(=O)N2CCC(Cc3ccccc3)CC2)cc1,-2,-6,-4,1,-2,-5,-0.4,-16,3,-1.5,1
CC(C)N1CCc2c(sc(NC(=O)c3ccc(S(=O)(=O)N(C)CC4CCCO4)cc3)c2C(N)=O)C1 (centres undefined),-15,8,8,2,6,-16,-1.8,0,-5,-0.1,-7
CCOC(=O)C1CCN(Cc2ccc(F)cc2F)CC1,-1,-22,10,0,.,-7,-1.2,-5,-3,-0.2,-3
CC(=O)Nc1ccc(NC(=O)CN(C)S(=O)(=O)c2ccc3nc(C)sc3c2)cc1,-5,-4,-6,4,-3,-13,-1.9,-3,8,0.1,-2
CCN(CC)C(=O)CSc1nnc(-c2ccc(F)cc2)n1N,-3,60,-8,-1,-5,-16,0.9,-5,-13,0.4,-2
Cc1nc2ccccc2n1/N=C/c1cccnc1,-16,1,2,1,0,-9,0.9,0,15,1.0,-3
CC1(c2ccco2)NC(=O)NC1=O (centres undefined),0,203,-9,3,20,-10,7.7,-1,-1,0.4,-6
COc1ccc(-c2noc(CSc3nc(-c4ccccc4)cc(=O)[nH]3)n2)cc1,9,41,-24,3,2,-6,2.2,-5,-10,0.2,-4
COc1ccc(N2C(=O)CN=C2Nc2cccc(C)c2C)cc1OC,-1,-25,12,-4,1,0,-0.8,-9,8,1.0,5
Cc1c(C(=O)c2ccc(N(C)C)cc2)c2ccccn2c1CCC#N,-11,6,-6,-3,5,10,0.1,11,2,-0.6,0
CN(C)C(CNC(=O)CCNS(=O)(=O)c1ccccc1C(F)(F)F)c1ccccc1 (centres undefined),-4,0,15,-1,2,9,5.8,-7,7,-0.9,2
Cc1c(N(C)CS(=O)(=O)O)c(=O)n(-c2ccccc2)n1C,4,1,10,2,.,-9,0.9,12,-4,-1.1,-2
Cc1nn(-c2ccccc2)c(N)c1C1(O)C(=O)N(C(C)C)c2ccccc21 (centres undefined),-8,-3,-17,-1,0,-8,1.5,-9,-3,0.1,-1
O=C1C(=O)N(c2ccccn2)C(c2cccc([N+](=O)[O-])c2)/C1=C(/O)c1ccc(Br)cc1 (centres undefined),-4,9,-8,-2,1,-14,-0.7,-5,2,0.3,0
O=C(Nc1ccc(Cl)c(C(F)(F)F)c1)c1ccncc1,-5,-5,-3,5,-7,-10,2.6,-3,0,0.8,-5
Cc1cc(C)cc(N(CCC#N)C(=O)CSc2nc3ccccc3c(=O)[nH]2)c1,-7,-7,.,-7,2,9,-0.9,-5,-4,-0.1,4
O=S(=O)(c1ccccc1)N1CCN=C1SCc1cccc(Cl)c1,-7,.,-9,-5,-1,-5,1.1,2,0,-1.7,-3
O=C(CNC(c1ccccc1)c1ccccc1)Nc1ccccc1F,-10,-4,-2,2,0,10,-1.6,-4,-5,1.4,3
Cc1ccc(Cn2c(C3CCCN3c3nc(-c4ccc(F)cc4)cs3)nc3cc(Cl)c(Cl)cc32)cc1 (centres undefined),-8,51,-23,-2,.,-6,-2.2,3,-3,-0.8,-6
O=C(Cc1cccs1)N1CCN(S(=O)(=O)c2cc(Cl)ccc2Cl)CC1,-3,225,.,51*,15,4,-0.8,-3,3,0.7,-2
COc1ccc(C2C(C(=O)OC(C)C)=C(C)N=c3s/c(=C\c4cccs4)c(=O)n32)cc1 (centres undefined),-19,8,-25,-2,-1,-2,0.6,-1,-6,0.2,-2

# Some of the entries so far, as tab-separated lines.
mol	dFosB activator	SUMO Mot1 rescue	PfHsp90 set2	cardiac RTF act	NSD2 inh	PvdQ acylase	C-LANA FP	Cardiac RTF inh	Rtt109 Vps75	CDK5 p35 inh	Keap1 Nrf2 FP
CN(Cc1ccccc1)S(=O)(=O)c1ccc(Cl)c(C(=O)NCCCN2CCCC2=O)c1	1	.	-9	3	-4	-11	0.6	-11	-4	-0.3	7
CCOC(=O)C1CCN(Cc2ccc(F)cc2F)CC1	-1	-22	10	0	.	-7	-1.2	-5	-3	-0.2	-3

# More structures follow:
SMILES,dFosB activator,SUMO Mot1 rescue,PfHsp90 set2,cardiac RTF act,NSD2 inh,PvdQ acylase,C-LANA FP,Cardiac RTF inh,Rtt109 Vps75,CDK5 p35 inh,Keap1 Nrf2 FP
CCCOC(=O)c1ccc(NC(=O)CCC(=O)OCC)cc1,-3,-14,-16,-2,-1,-7,-1.0,-18,-4,0.8,2
COCCNC(=S)N1CCN(c2nc(-c3ccc(F)cc3)cs2)CC1,-7,9,-13,0,-2,-6,-0.4,-4,-8,0.0,-5
CCN1C(=O)[C@@H]2[C@@H](c3ccc(-c4ccc(Cl)c(Cl)c4)c(OC)c3)N3CCCC[C@@]3(C(=O)OC)[C@@H]2C1=O,10,-19,-2,-3,.,4,-1.1,3,-6,1.9,-8
Cc1cccc(NC(=O)c2nc[nH]c2C(=O)Nc2cccc(C)c2)c1,-2,-7,-22,0,-4,-12,0.7,-6,-4,0.0,-5
O=C1[C@@H]2[C@H](C(=O)N1n1cnnc1)[C@H]1C=C[C@@H]2C1,6,77,-10,3,-3,-2,-0.1,-3,10,0.5,0
Cc1cc(C)nc(NS(=O)(=O)c2ccc(NC(=S)NC(=O)C(C)(C)C)cc2)n1,-7,-9,.,-4,1,-6,-0.4,-8,-6,-0.8,-7
COc1ccc(C(CC(=O)N2CCCCC2)c2c(OC)cc(OC)c3ccc(=O)oc23)cc1 (centres undefined),-13,-11,.,0,.,-13,-1.4,8,5,0.2,-2
CC1SC2(NC1=O)C1CC3CC(C1)CC2C3 (centres undefined),2,-23,6,-3,-1,-5,-0.9,-7,8,-1.2,-4
Cc1cccc(NC(=O)C2CCCN(S(=O)(=O)c3cccc4nsnc34)C2)c1 (centres undefined),-5,6,5,4,-1,-10,-0.9,2,-2,3.6,-11
CCOC(=O)C(C(=O)OCC)C(c1ccccc1)N1CCN(c2ccccc2)CC1 (centres undefined),-2,.,-19,0,0,-25,2.1,-3,5,-1.1,-6
CC(=O)c1ccc(N2CCN(C(=O)Nc3ccc(C)cc3)CC2)cc1,-1,-6,-3,3,-1,-10,0.6,-10,-4,0.4,-2
CCOc1c(CNCCN2CCOCC2)cccc1OC,-6,-5,9,0,-1,7,0.8,-5,19,-0.1,-5
COc1cc(C(=O)N2CCN(C(=O)C3CC3)CC2)cc(OC)c1OC,5,37,-8,1,-1,-7,-0.1,20*,0,2.6,3
O=C(/C=C/c1ccc(Cl)cc1Cl)Nc1ccc(CN2CCOCC2)cc1,-12,17,-11,-3,1,-9,0.3,-1,6,1.6,-3
CCc1noc(C)c1C(=O)OCC(=O)Nc1ncc(Cl)cc1Cl,-9,46,-6,1,-9,6,-1.7,-7,-7,-1.3,-1
Cc1cc(NC(=O)CSc2nnc(C3CC3)n2-c2ccccc2)no1,-7,-2,-6,0,-1,-2,1.2,7,-2,-1.8,5
Cc1cc(Cl)ccc1NC(=O)C1CCN(S(C)(=O)=O)CC1,1,1,.,1,-4,0,2.3,-6,-5,-0.2,-1
Cn1c(=O)[nH]c(=O)c2c1nc(NCc1ccco1)n2CCCc1ccccc1,0,272,10,9,-1,-13&0,1.4,1,2&4,-3.5,0
CN1CCCN(C(=O)c2ccc(Cl)c(S(=O)(=O)N(C)c3ccccc3)c2)CC1,0,187,17,-5,5,2,0.5,-7,2,0.2,0
CCc1ccc(S(=O)(=O)Nc2ccc(-c3nc4cccnc4s3)cc2)s1,-11,9,-6,7,.,-45,0.6,5,-8,1.5,-10
CC1(C)CC(=O)c2sc(NC(=O)CN3CCOCC3)nc2C1,-15,-4,17,7,-4,-5,-1.2,-12,-11,1.0,-2
CC1CCC2(CC1)NC(=O)N(CC(=O)Nc1nc(-c3ccc(F)cc3)cs1)C2=O (centres undefined),-4,.,-14,1,2,2,-0.1,0,4,-0.1,1
Cc1cc(C)cc(SCc2noc(C(=O)NCc3ccccc3)c2C(=O)NCc2ccccc2)c1,-1,2,6,-1,.,7,-0.2,-4,2,-1.2,2
COc1ccc(CCN2CC(C(=O)O)CC2=O)cc1 (centres undefined),0,-10,-4,0,-2,-4,-3.0,-1,-6,1.6,-2
O=[N+]([O-])c1ccc(N2CCOCC2)cc1NCc1ccccc1,-12,-2,-40,-4,-1,-8,0.6,-7,3,2.1,0
O=C1[C@H]2[C@@H](c3ccc(Cl)cc3)N3C(=O)N(c4cccc(F)c4)C(=O)[C@@]3(Cc3ccc(Cl)cc3)[C@H]2C(=O)N1C1CCCCC1,9,-5,.,-4,.,6,-0.1,-10,-13,1.3,-5
COc1ccc(F)cc1S(=O)(=O)N1CCCCC1,-1,151,-8,1,-2,-14,0.5,-1,1,-1.1,0
COc1ccc(C(=O)/C(=C\N(C)C)n2nc(C)cc2C)cc1,-8,-2,-4,5,-6,-8,-0.5,-10,-7,-3.8,-4
CC(=O)Nc1cc(-c2nc3ccccc3o2)ccc1Cl,-16,-7,2,-7,-2,1,4.0,1,2,0.9,2
CCCc1cc(=O)n2[nH]c(-c3ccc(OC)cc3)nc2n1,7,4,-14,1,2,-13,0.3,-11,5,-0.7,-5
O=C(c1ccco1)N1CCN(c2nc3ccsc3c(=O)s2)CC1,-15,-16,6,-2,.,-9,1.0,4,3,1.8,-4
CCOC(=O)N1CCN(C(=O)CCn2c(=O)[nH]c3ccsc3c2=O)CC1,0,296,-9,2,-1,-12,0.5,-5,2,0.3,1
CN(C)CCCNC(=O)/C(=N\O)c1ccccc1,3,2,-18,-6,-1,-5,4.2,1,-11,-0.6,-1
Cc1c(C(=O)N2CCN(c3ccccc3)CC2)oc2c1C(=O)CC(C)(C)C2,-3,0,-78,2,3,-13,-0.5,-8,0,-0.3,-3
CCOc1ccc(-c2ccc(SCc3ccccn3)nn2)cc1,-22,.,20,0,-1,-7,-2.4,-6,2,-0.4,-1

# From PubChem BioAssay
